RmlCD inh mix: inhibitors of RmlC and RmlD coupled enzymes | inhibition, % at 5.5 µM | 0.39% of 110,000 active | AID 1532 | RmlC/RmlD coupled enzyme inhibition, 384-well mixture HTS; in the data active = inhibition above about 30%, passing the limit was not always enough; inconclusive = no clear call, values can overlap the other calls; also: strong numbers were not always called active
RT RNaseH block: blocks HIV-1 RNase H cleavage of RNA/DNA duplex; 1.9% of 65,000 active; inhibition, % at 10 µM; RT-RNase H RNA/DNA duplex cleavage, fluorescence; P04585; in the data active = inhibition above about 50%
* marks the source's active call; other numbers are inactive results; ? = inconclusive; . = no result given.

SMILES	RmlCD inh mix	RT RNaseH block
CCOCC(=O)Nc1cc(OC)c(Cl)cc1OC	20.4	-15.2
c1ccc(N2CCN(c3ccc4nncn4n3)CC2)nc1	-7.3	.
O=C(C1=C[C@H](c2ccc(C(F)(F)F)cc2)C[C@H](OCCCCO)O1)N1CCN(Cc2ccc3c(c2)OCO3)CC1	6.5	.
O=C(CSc1n[nH]c(-c2ccc(S(=O)(=O)N3CCCCC3)cc2)n1)Nc1nccs1	18.1	6.9
Cc1ccc(N/C(N)=N/c2nc3c(c(=O)[nH]2)CCCC3)c(C)c1	2.0	.
CCCC1(CCC)C(=O)NC(=Nc2ccccc2)NC1=O	4.9	.
Clc1ccc(C2=NOC(c3nnc(-c4ccccc4)o3)C2)cc1 (centres undefined)	-10.9	.
O=C(c1cc(C2CC2)on1)N1CCN(c2ccc(F)cc2)CC1	1.3	1.5
C[C@@H]1O[C@@H](Oc2c(-c3cc(O)c(O)c(O)c3)oc3cc(O)cc(O)c3c2=O)[C@H](O)[C@H](O)[C@H]1O	-13.1	.
Cc1ccc2cc(-c3noc(C4CCCCC4)n3)c(=O)[nH]c2c1	.	-7.0
COc1ccc2nc(C)cc(SCC(=O)Nc3c(C)cc(C)cc3C)c2c1	-5.2	.
O=C(CCSc1ccccc1)NCC1CCCO1 (centres undefined)	-14.3	-8.4
COc1ccc(OC)c(N(CC(=O)NCc2ccccn2)S(C)(=O)=O)c1	-11.0	-11.7
COc1ccc(C2=Nn3c(nnc3-c3ccncc3)SC2)cc1OC	-0.7	.
COc1cc(C)c2occ(/C(C)=N\O)c2c1	7.6	-26.7
COCCn1nnnc1C(c1ccc(OC)c(OC)c1)N1CCc2ccccc21 (centres undefined)	-17.1	-6.0
O=S(=O)(c1cccc(-n2cnnn2)c1)N1CCOCC1	-0.4	-0.1
CCn1c2ccccc2c2nnc(SCN3C(=O)c4ccccc4C3=O)nc21	.	-4.9
CCCNC(=S)NC1CCCC1	-6.4	.
Cc1cccc(N2C(=O)CC(Sc3nnc(C)s3)C2=O)c1 (centres undefined)	5.5	.
COCCNC(=O)CNC(=O)c1nn(-c2ccc(OC)c(Cl)c2)c(=O)c2ccccc12	9.3	.
O=C(COc1ccc2c(c1)CCC2)N1CCc2ccccc21	13.2	-13.8
O=C(C1CCCN(S(=O)(=O)c2cccs2)C1)N1CCC(N2CCCCC2)CC1 (centres undefined)	-7.4	-6.1
CC(C)(C)N1C(=O)c2ccc(C(=O)O)cc2C1=O	-5.7	5.6
O=C1c2ccccc2CC1(Cc1ccccc1)Cc1ccccc1	7.8	.
Cc1cc(C(=O)OCC(=O)Nc2ccc(F)cc2)c(C)o1	3.1	-11.1
COc1ccc(OC)c(C2C(C(C)=O)=C(O)C(=O)N2CCC(=O)O)c1 (centres undefined)	-12.1	4.4
Cc1ccc2nsnc2c1S(=O)(=O)N1CCCC1	-7.6	-14.8
Cc1c(C(=O)NCCCN2CCCC2=O)oc2ccc(S(=O)(=O)N3CCOCC3)cc12	-12.6	6.1
CCCC[C@@H]1C[C@H]1[C@@H](NC(=O)c1ccccc1)c1ccccc1C(F)(F)F	-16.7	.
CCc1nc(N)c(C#N)c(-c2cccn2C)c1C	6.7	-33.0
OCCOCCn1c(CCNc2nc(-c3ccc(Cl)cc3)cs2)nc2cc(Cl)c(Cl)cc21	7.2	.
Cc1cccc(OCc2nnc(SCC(=O)N3CCN(c4ccccc4)CC3)o2)c1C	1.9	.
O=C(CCCCn1c(=O)[nH]c2ccccc2c1=O)NCCC1=CCCCC1	8.8	-6.3
COc1c(S(=O)(=O)N2CCCC2)ccc(Cl)c1Cl	-6.4	-10.8
CC(C)(C)c1ccccc1N=Cc1ccc2ccccc2n1	-5.7	.
COc1ccc(S(=O)(=O)Cc2ccc(C(=O)N3CCN(c4ncccn4)CC3)o2)cc1	.	-15.3
COc1ccc(CCNC(=O)c2ccc(Cl)cc2)cc1	-7.1	.
Cc1cc(C(C)(C)C)nc2[nH]n(-c3ccccc3)c(=O)c12	2.9	.
O=C(CSc1nc2nc(-c3cccs3)cc(C(F)(F)F)c2c(=O)[nH]1)NCc1ccco1	13.9	24.2
CC(C)C[C@H](NC(=O)OC(C)(C)C)C(=O)N/N=C/c1ccc2nccnc2c1	-8.3	.
CC(C)Cn1c(SCc2nnc(-c3cccs3)o2)nc(O)cc1=O	7.0	-0.8
CCOC(=O)C1=C2N(C)c3ccccc3N2CCC1=O	-11.0	-0.8
CCc1[nH]c(=O)c(C#N)c2c1COC(C)(C)C2	-1.6	.
Cc1cc(C(=O)CN2C(=O)NC3(CCCc4ccccc43)C2=O)c(C)n1C (centres undefined)	0.3	.
COc1ccc(S(=O)(=O)N(n2c(C)nnc2-n2nc(C)cc2C)S(=O)(=O)c2ccc(OC)cc2)cc1	-10.9	.
COc1cccc(OCC(=O)NC2CCCCC2)c1	-10.4	-2.9
Cn1cc(S(=O)(=O)N2CCN(c3ccc(F)cc3)CC2)c(=O)n(C)c1=O	1.5	.
CCN(CC(=O)NCc1cccs1)c1ccc(S(=O)(=O)N2CCOCC2)cn1	-24.4	-9.9
CCCCN(Cc1cc2cc(OC)ccc2[nH]c1=O)C(=O)c1ccccn1	11.9	14.9
O=C1NC(=O)C2(Cc3ccccc3N3CCCC32)C(=O)N1c1ccc(Cl)cc1 (centres undefined)	6.5	-7.4
C[C@@H]1NC(=O)N[C@@H]1CCCCCC(=O)O	2.8	.
CCOc1ccc(C(CC(=O)O)NC(=O)c2ccco2)cc1 (centres undefined)	9.0	.
COc1ccc(OC)c(S(=O)(=O)n2nnc3ccccc32)c1	-1.5	-113.0
CCN(CC)CC(=O)c1ccc(-c2ccccc2)cc1	-2.0	-0.2
CC1(C)Oc2ccc(C(=O)NC3CCCC3)cc2N(CC(=O)NC2CCCC2)C1=O	-10.3	-1.1
c1ccc(CCn2nnnc2CN2CCc3ccccc32)cc1	-10.4	-4.6
CCOc1ccccc1N(C(=O)c1ccco1)C(C(=O)NC1CCCC1)c1cccnc1 (centres undefined)	3.1	-0.3
CCN(CCCNC(=O)CN(C)S(=O)(=O)c1ccc2c(c1)CCC(=O)N2)c1cccc(C)c1	28.6	6.4
CCN(CC)S(=O)(=O)c1cccc(C(=O)N[C@H](C(=O)NCc2ccc(Cl)cc2)C(C)C)c1	-11.9	.

Next entries
SMILES	RmlCD inh mix	RT RNaseH block
CCOc1cc2[nH]c(=O)n(CCC(=O)N3CCN(c4ccccc4OC)CC3)c(=O)c2cc1OCC	-10.3	-7.2
COc1ccc(-c2noc(-c3ccccc3C(=O)Nc3cccc(OC)c3)n2)cc1	-3.8	-1.4
COc1ccc(C2CC(=O)c3c([nH]c(C(=O)OC(C)C)c3C)C2)cc1OC (centres undefined)	.	-0.2
CNc1nc(Sc2ccc(C)cc2)cc(C(F)(F)F)n1	-9.4	.
CSCCC(C(=O)NC1=NCCS1)N1C(=O)c2ccccc2C1=O (centres undefined)	-14.6	.
CN1CC=C2C(C#N)=C(N)C(C#N)(C#N)[C@H](c3cccc(Cl)c3)C2C1 (some centres undefined)	-14.3	1.9
COc1ccc(CN2CN(C(C)C)CSC2=S)cc1	0.6	25.6
Cc1nc2c(C)cccc2cc1C(=O)N/N=C/c1ccc(N(C)C)cc1	9.7	.
Clc1ccc(C2[C@H]3CN(Cc4ccc(-c5ccccc5)cc4)[C@H](c4ccccc4)C34CC2(c2ccccc2)C4)cn1 (some centres undefined)	-1.5	.
CN(C)c1ccc(C(=O)c2ccc(N(C)C)cc2)cc1	2.2	.
CCc1nc2c(c(=O)[nH]1)C1(CCCC1)Cc1ccccc1-2	-10.9	2.8
Cc1ccc(S(=O)(=O)NC(=O)NN2CCCCCC2)cc1	-13.3	-3.5
O=C(Cn1cnc2c(nnn2-c2ccccc2)c1=O)NCC1CCCO1 (centres undefined)	-7.3	-3.0
CCN(CC)S(=O)(=O)c1ccc(C(=O)NC2=C(C(=O)OC)SCC2)cc1	-7.5	22.9
COc1ccc(C2CC(c3ccccc3)Nc3nc(NC(=O)c4cccs4)nn32)cc1 (centres undefined)	7.6	7.3
COc1ccc(NC(=S)NNC(=O)C(C)n2nc(C)c([N+](=O)[O-])c2C)cc1 (centres undefined)	8.8	.
O=C(NCC1COc2ccccc2O1)C1CCCN(S(=O)(=O)c2cccc3nsnc23)C1 (centres undefined)	-9.2	-40.0
N#CC1=C(S)N=C(N)C(c2nc(-c3ccccc3)cs2)C12CCCC2 (centres undefined)	7.8	.
Cc1ccc(Oc2ncccc2/C=N/O)cc1	-15.0	.
CC1(C)NC(=O)N(CCSc2ccc(Cl)cc2)C1=O	-9.6	.

Exported with values under each structure: entries from further up
Each structure is followed by: RmlCD inh mix	RT RNaseH block
- Cc1cc(C(=O)CN2C(=O)NC3(CCCc4ccccc43)C2=O)c(C)n1C (centres undefined)
→ 0.3	.
- COc1ccc(S(=O)(=O)N(n2c(C)nnc2-n2nc(C)cc2C)S(=O)(=O)c2ccc(OC)cc2)cc1
→ -10.9	.
- COc1cccc(OCC(=O)NC2CCCCC2)c1
→ -10.4	-2.9
- Cn1cc(S(=O)(=O)N2CCN(c3ccc(F)cc3)CC2)c(=O)n(C)c1=O
→ 1.5	.
- CCN(CC(=O)NCc1cccs1)c1ccc(S(=O)(=O)N2CCOCC2)cn1
→ -24.4	-9.9
- CCCCN(Cc1cc2cc(OC)ccc2[nH]c1=O)C(=O)c1ccccn1
→ 11.9	14.9
- O=C1NC(=O)C2(Cc3ccccc3N3CCCC32)C(=O)N1c1ccc(Cl)cc1 (centres undefined)
→ 6.5	-7.4

(cont.)
SMILES	RmlCD inh mix	RT RNaseH block
Cn1c(O)c(C=NCC2CCNCC2)c(=O)n(C)c1=O	0.4	.
CCOCCCNC(=O)C1c2ccccc2C(=O)N2CCc3ccccc3C12 (centres undefined)	-6.1	-6.5
CCSc1nnc(NC(=O)C(CC)(C(F)(F)F)C(F)(F)F)s1	14.3	6.5
CCOc1c(OC)cccc1C1CC(=O)Nc2cc3c(cc21)OCCO3 (centres undefined)	2.2	-57.5
O=C1CCCN1CN(C(=O)c1ccc2c(c1)OCO2)c1ccc(F)cc1	-5.8	-10.8
COc1ccc(CN(Cc2ccncc2)C(=O)CCC(=O)O)cc1	5.1	-1.6
COc1ccc(Cc2nnn(CC(=O)O)n2)cc1	4.9	-21.2
Cc1ccc(C)c(Cn2c(C(C)O)nc3ccccc32)c1 (centres undefined)	7.5	-33.5
Cc1cc(C)n2nc(Cc3ccccc3)nc2n1	-14.9	-2.9
COC(=O)c1ccc2c(c1)NC(=O)C1CCCN21 (centres undefined)	3.7	47.2
Cc1occc1C(=O)Nc1ccc2c(c1)CCC2	-37.1	-8.1
CC(=O)N1CCN(C(=O)CCc2nc3ccccc3c(=O)[nH]2)CC1	0.6	.
COc1ccc(-c2ccc(=O)n(CC(=O)N3CCN(c4ccccc4OC)CC3)n2)cc1	.	-5.8
Cc1ccc(S(=O)(=O)N2c3ccc(S(N)(=O)=O)cc3CC2C)cc1 (centres undefined)	.	-17.7
Cc1ccc(SCc2nc(-c3ccncc3)no2)cc1	9.4	-43.5
N/C(COc1cccc(Cl)c1)=N\NS(=O)(=O)c1ccccc1	-10.7	.
COc1ccc(CN(Cc2ccccn2)C(=O)CN2C(=O)COc3ccccc32)cc1	4.5	-9.5
CCOC(=O)C1=C(C)C(c2ccccc2OC)NC(=O)N1 (centres undefined)	4.8	.
Cc1ccc(NS(=O)(=O)c2cc(C(=O)N3CCOCC3)ccc2C)cc1C	10.6	-12.5
Cc1cc(NC(=O)CSc2ccc3nnc(-c4cccs4)n3n2)no1	-7.2	-4.5

The list goes on; it opens with the five that closed the last part.
SMILES	RmlCD inh mix	RT RNaseH block
N/C(COc1cccc(Cl)c1)=N\NS(=O)(=O)c1ccccc1	-10.7	.
COc1ccc(CN(Cc2ccccn2)C(=O)CN2C(=O)COc3ccccc32)cc1	4.5	-9.5
CCOC(=O)C1=C(C)C(c2ccccc2OC)NC(=O)N1 (centres undefined)	4.8	.
Cc1ccc(NS(=O)(=O)c2cc(C(=O)N3CCOCC3)ccc2C)cc1C	10.6	-12.5
Cc1cc(NC(=O)CSc2ccc3nnc(-c4cccs4)n3n2)no1	-7.2	-4.5
Cc1ccc(C)c(S(=O)(=O)C(C#N)c2nc3ccccc3nc2N2CCOCC2)c1 (centres undefined)	5.5	-1.9
CC1(C)C(=O)OC(c2cc(Br)ccc2O)C(C)(C)C1=O (centres undefined)	.	2.1
O=C(Nc1ccc(/C=C/c2nc3ccccc3o2)cc1)c1c(F)cccc1F	-1.4	.
CC(=NCCCn1ccnc1)C1=C(O)c2ccccc2C1=O	-10.8	-6.9
CCn1c(=O)c2cc(C(=O)N3CCOCC3)sc2c2ccccc21	16.1	-39.0
COc1ccccc1C(c1nnnn1C1CCCC1)N1CCN2CCCC2C1 (centres undefined)	7.5	-13.7
O=C(Nc1ccc(O)c2c(=O)cc(-c3cccc(Cl)c3)oc12)c1ccc(F)cc1	-97.5	.
CCOCCn1c(SCCc2ccccc2)nc2c1c(=O)[nH]c(=O)n2C	-9.1	11.3
CCC(C)N=C1SCC(C)(/C=N/O)S1 (centres undefined)	-2.5	-10.0
Cc1cccc(SCc2noc(C(=O)NCC3CCCO3)c2C(=O)O)c1 (centres undefined)	8.0	.
c1cncc(-c2nn3cnnc3s2)c1	?	3.7
Cc1ccc(-n2nnnc2SCC(=O)Nc2ccccc2N2CCCCC2)cc1C	3.0	21.8
O=C1OC(c2ccccc2)/C(=C(/O)c2ccccc2)C1=O (centres undefined)	-10.8	.
CCC(=O)N1CCN=C1SCc1ccc(Cl)cc1	7.8	-8.9
CC(NC(=O)c1cc(-c2ccc3c(c2)OCO3)nc2ccccc12)C(C)(C)C (centres undefined)	-75.2	.
Cc1ccc2c(c1)N(CCC(=O)NCc1cccnc1)C(=O)CO2	-14.2	-12.2
O=C(CC1(O)C(=O)Nc2ccc(Br)cc21)c1ccc2c(c1)OCO2 (centres undefined)	-9.1	-11.6

A different layout for part of the listing above.
Value order – RmlCD inh mix | RT RNaseH block
CC(NC(=O)c1cc(-c2ccc3c(c2)OCO3)nc2ccccc12)C(C)(C)C (centres undefined)
 : -75.2 | .
COc1ccccc1C(c1nnnn1C1CCCC1)N1CCN2CCCC2C1 (centres undefined)
 : 7.5 | -13.7
Cc1cccc(SCc2noc(C(=O)NCC3CCCO3)c2C(=O)O)c1 (centres undefined)
 : 8.0 | .
Cc1ccc(-n2nnnc2SCC(=O)Nc2ccccc2N2CCCCC2)cc1C
 : 3.0 | 21.8

This is a subset (hit frequency here may not be typical).
